Screens from PubChem.
HTRA1 inh: inhibitors of human serine peptidase HTRA1; Q92743; inhibition, % at 5.96 µM; 340,000 compounds, 0.5% hits; recombinant HTRA1, FP-rhodamine activity-based probe, fluorescence polarization; in the data active means inhibition above about 36%;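 further: 0% = enzyme with DMSO and 100% = wells lacking enzyme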
NPR1 activator: GC-A (human) enzyme activation | P16066 | HEK293 GC-A cells, cGMP TR-FRET, EC30 ANP; 0% at EC30 ANP, 100% saturating ANP | activation, % at 10 µM | 370,000 compounds, 0.14% hits | AID 1671463; in the data active means activation above about 40%
Target sequence (P16066 whole entry, looked up): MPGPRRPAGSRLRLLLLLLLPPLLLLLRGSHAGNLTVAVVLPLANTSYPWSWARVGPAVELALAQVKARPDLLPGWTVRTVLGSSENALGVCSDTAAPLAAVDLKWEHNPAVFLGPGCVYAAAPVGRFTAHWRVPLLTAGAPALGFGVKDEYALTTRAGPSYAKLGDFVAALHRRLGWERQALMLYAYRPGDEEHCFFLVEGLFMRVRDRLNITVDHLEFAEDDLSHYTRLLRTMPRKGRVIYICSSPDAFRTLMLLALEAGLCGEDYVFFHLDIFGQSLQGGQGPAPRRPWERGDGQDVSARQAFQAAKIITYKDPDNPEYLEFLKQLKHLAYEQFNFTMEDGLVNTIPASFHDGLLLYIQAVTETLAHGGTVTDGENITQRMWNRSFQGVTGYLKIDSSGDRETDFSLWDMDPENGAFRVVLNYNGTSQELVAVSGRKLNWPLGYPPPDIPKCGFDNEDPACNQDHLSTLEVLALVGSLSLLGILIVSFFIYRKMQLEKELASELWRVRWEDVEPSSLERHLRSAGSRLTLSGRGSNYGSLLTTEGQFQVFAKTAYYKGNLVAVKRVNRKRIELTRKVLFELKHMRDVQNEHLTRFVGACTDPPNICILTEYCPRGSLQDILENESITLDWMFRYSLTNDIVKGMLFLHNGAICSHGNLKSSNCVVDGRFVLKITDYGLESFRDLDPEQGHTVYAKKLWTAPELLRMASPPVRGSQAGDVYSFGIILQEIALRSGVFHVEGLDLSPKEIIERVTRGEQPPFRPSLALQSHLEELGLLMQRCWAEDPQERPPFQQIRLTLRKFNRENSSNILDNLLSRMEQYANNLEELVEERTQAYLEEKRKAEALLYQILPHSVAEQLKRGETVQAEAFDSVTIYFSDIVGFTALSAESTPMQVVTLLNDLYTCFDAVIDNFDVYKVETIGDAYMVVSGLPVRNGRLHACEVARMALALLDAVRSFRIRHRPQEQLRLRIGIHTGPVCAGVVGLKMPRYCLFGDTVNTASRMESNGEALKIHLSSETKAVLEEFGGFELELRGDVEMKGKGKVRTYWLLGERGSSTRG
ASAP1 inh: inhibitors of human ASAP1 ArfGAP activity. Q9ULH1. ASAP1-stimulated ARF1 GTP hydrolysis, GDP FP detection. inhibition, % at 16.5 µM. 360,000 compounds, 0.19% hits; in the data active means inhibition above about 25%;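 further: 0% = vehicle with enzyme and substrate and 100% = no enzyme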
ARFGAP1 inh: rat ARFGAP1 inhibition; Q62848; Arfgap1-stimulated ARF1 GTP hydrolysis, GDP FP detection; inhibition, % at 16.5 µM; 360,000 compounds, 0.26% hits;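 active means inhibition above a per-plate limit, mean inhibition of low control wells plus 3 SD, cut at about 25% in these data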;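 further: 0% = DMSO wells with enzyme and 100% = wells lacking Arfgap1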
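Repeats: one replicate per compound; assay system: rat Arfgap1 catalytic domain, aa 1-136; times: enzyme reaction 120 min at 25 °C after 20 min preincubation; detection: FP of antibody-bound GDP Alexa 633 tracer, ex 620/em 688 nm; benchmarks: high control wells lacking Arfgap1, low control full reaction with DMSO; reagent: human ARF1(Δ1-17)-GTP substrate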
mABHD4 FP: inhibits mouse alpha/beta hydrolase domain 4; Q8VD66; purified mABHD4, FP-Rh probe fluorescence polarization; inhibition, % at 8.92 µM; 370,000 compounds, 0.54% hits; AID 720543;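 active means inhibition exceeding the mean over every tested compound plus 3 SD, cut at about 30% in these data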;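 further: 0% = plate median of compound wells and 100% = S159A mutant with DMSO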
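Doses – 8.92 µM, single dose · Material – wild-type mouse ABHD4 protein · Replication – single well per compound (singlicate) · Measure – percent inhibition of probe binding, normalized to plate controls · Schedule – 45 min compound pre-incubation plus 60 min probe step, 25 °C · Detection – fluorescence polarization with parallel and perpendicular emission, 525/598 nm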
PG9 Ab binder: small molecules binding HIV-1 gp120 antibody PG9. inhibition, % at 6.7 µM. AID 624416. 360,000 compounds, 0.43% hits. TR-FRET gp120-PG9 antibody binding; in the data active means inhibition above about 8.5%
NR1D1 modulator: modulates human Rev-erb alpha binding to DNA; activity, % at 10 µM; P20393; 370,000 compounds, 0.79% hits; Rev-erbα–FITC-DNA binding, fluorescence polarization, 90 min;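 active means activity above about 14%, limit read from the data; passing the limit was not always enough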;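 further: 0% = DMSO wells with 35 nM protein and 100% = DMSO wells with 750 nM protein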
rCAG RNA binder: r(CAG) repeat RNA binding; TO-PRO-1 dye displacement fluorescence; inhibition, % at 3 µM; 370,000 compounds, 1.3% hits;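 active means inhibition above the plate cutoff, the mean of all test compounds on that plate plus 3 SD, cut at about 35% in these data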;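 further: 0% = DMSO alone and 100% = 100 µM mitoxantrone as full dye displacement; higher means more dye released from RNA so lower well fluorescence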
SMARCA2 activ: activators of SMARCA2 function; activation, % at 9.1 µM; 370,000 compounds, 1% hits; MG213 cells, MMTV-luciferase reporter, dexamethasone, overnight; AID 652017; in the data active means activation above about 7.8%;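 further: 0% = vehicle wells and 100% = reference activator wells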
GC-B act: GC-B (human) receptor activation; activation, % at 10 µM; 370,000 compounds, 0.11% hits; HEK293-GC-B cells, CNP EC30, cGMP TR-FRET; 0% at EC30 CNP, 100% saturating CNP; P20594;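 active means activation at 10 µM reaching about 35% in either raw or pattern-adjusted values, limit read from the data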
The depositor's hits bear a star; . = not tested or not shown.

| cpd | mol | HTRA1 inh | ARFGAP1 inh | NPR1 activator | NR1D1 modulator | GC-B act | PG9 Ab binder | mABHD4 FP | SMARCA2 activ | rCAG RNA binder | ASAP1 inh |
| --- | --- | --- | --- | --- | --- | --- | --- | --- | --- | --- | --- |
| 1 | COc1cc(NC(=O)c2ccco2)ccc1NC(=O)c1ccccc1Cl | -12 | -6 | 9 | 9 | 2 | -0.4 | 1 | 1 | -1 | 7 |
| 2 | O=C(Nn1cnnc1)c1ccc(Cl)c(Cl)c1 | 5 | 0 | 5 | -5 | 2 | 0.2 | 2 | -3 | 1 | -9 |
| 3 | O=C(Nc1ccc(Br)cc1)C1C2C=CC3(O2)C1C(=O)N(CCN1CCOCC1)C3C(=O)NC1CCCCC1 (stereo unspecified) | -6 | 11 | 1 | -6 | 4 | 0.0 | 2 | 2 | -3 | 0 |
| 4 | CCC(Oc1cc(Cl)ccc1Cl)C(=O)NNC(=O)CCC(=O)O (stereo unspecified) | 2 | 6 | 3 | 3 | 2 | -0.5 | -3 | -2 | 1 | 3 |
| 5 | O=c1oc2ccccc2cc1-c1ccc(O)cc1O | 33 | 7 | 0 | 2 | -5 | -0.8 | 2 | 0 | 0 | 4 |
| 6 | COCCNC(=S)N/N=C(\C)c1cccc(C(F)(F)F)c1 | -1 | 7 | -1 | 4 | -5 | -3.0 | 2 | 3 | -5 | 13 |
| 7 | COC(=O)C1=CN(c2ccc(N3CCOCC3)cc2)C(N)=C(C#N)C1c1cccc(OC)c1OC (stereo unspecified) | . | -3 | -3 | -2 | 2 | -0.6 | -19 | 0 | 2 | 20 |
| 8 | CCOc1ccc2nc(N(CCCN(C)C)C(=O)c3ccc4c(c3)CCCC4)sc2c1 | -9 | -8 | -4 | 0 | -3 | 0.1 | 12 | -2 | -3 | 7 |
| 9 | COC(=O)[C@]12C[C@H](CC(=O)NCc3ccc(OC)c(OC)c3)C(=O)N(Cc3cccc4ccccc34)C1=C[C@H](C(C)(C)C)O[C@@H]2C | . | . | -4 | 0 | 5 | . | -10 | -4 | 4 | . |
| 10 | O=C(NC1CCSc2ccccc21)c1ccc(Cl)c(S(=O)(=O)N2CCOCC2)c1 (stereo unspecified) | -5 | 10 | 4 | 2 | -5 | -1.1 | -4 | 1 | 1 | -20 |
| 11 | CN(C)S(=O)(=O)c1cccc(COc2ccccc2C(=O)Nc2ccccc2)c1 | -24 | -10 | 1 | 2 | 3 | 0.4 | 0 | -1 | 2 | 2 |
| 12 | CCCc1cc2c(=O)c(-c3cscn3)c(C(=O)OCC)oc2cc1O | -4 | 11 | 6 | 2 | -3 | -1.8 | -12 | 0 | -1 | 0 |
| 13 | CCOc1ccc(Oc2cc(C)nc(SC)n2)nn1 | 5 | -14 | 1 | 3 | 0 | 0.1 | 6 | 1 | -2 | 1 |
| 14 | Cc1noc(NS(=O)(=O)c2ccc(NC(=O)CS(=O)(=O)c3ccccc3)cc2)c1C | 3 | -2 | -1 | 7 | 0 | 0.3 | -4 | 0 | 15 | 1 |
| 15 | CC1CC2c3cccc(C(=O)O)c3C(=O)N2c2ccc(Cl)cc21 (stereo unspecified) | 9 | -2 | 1 | -3 | 7 | -0.3 | -1 | -5 | 1 | 0 |
| 16 | CC(C)(C)c1ccc(C(=O)NCC(=O)N/N=C/c2cccnc2)cc1 | -2 | -8 | 1 | 4 | -1 | -2.1 | 3 | -4 | 0 | -10 |
| 17 | Cc1cc(OC(=O)c2ccc(S(=O)(=O)N3CCOCC3)cc2)c([N+](=O)[O-])c(=O)[nH]1 | 1 | 1 | 5 | -6 | -5 | -1.9 | 7 | 1 | 3 | 19 |
| 18 | Cn1c(=O)[nH]c(=O)c2c1nc(N1CCN(C(=O)c3ccco3)CC1)n2CCCSc1ncccn1 | 6 | -4 | -4 | 1 | -5 | 2.0 | -2 | 1 | -4 | 3 |
| 19 | Nc1[nH]c(C(=O)c2ccc(Br)cc2)c(-c2ccc3ccccc3c2)c1C(=O)NCCc1c[nH]c2ccccc12 | . | 20 | -3 | 4 | 0 | 0.3 | 30* | -7 | 18 | 2 |
| 20 | S=C1NC2=C(CCCC2)C2(CCCCC2)N1 | 2 | 1 | 4 | 2 | 3 | -0.4 | 1 | -1 | 1 | -1 |
| 21 | CCC1(CC)C(=O)C2=C3C1[C@H](C(=O)OC)C=C(C(=O)OC)C[C@H]3[C@H]1C(=O)N(CC(=O)OC)C(=O)[C@H]1[C@H]2C (stereo partly specified) | -6 | 11 | -5 | 1 | -5 | 0.1 | 2 | 1 | 4 | 4 |
| 22 | C/C(=N\NC(=O)c1cc([N+](=O)[O-])cc([N+](=O)[O-])c1)c1ccco1 | 3 | 4 | 0 | -7 | 0 | -2.1 | 5 | 0 | 4 | -11 |
| 23 | CCOC(=O)c1ccc(NC(=O)c2cc3c(s2)CCC3)cc1 | -10 | 13 | -7 | 2 | -3 | -0.3 | -12 | 0 | 0 | 5 |
| 24 | CCOC(=O)c1sc2nc(Cc3ccc(Cl)cc3)[nH]c(=S)c2c1C | -3 | 6 | 13 | 9 | 5 | 1.2 | 2 | -2 | 2 | 5 |

Among those listed so far, these contain sulfur.
| cpd | mol | HTRA1 inh | ARFGAP1 inh | NPR1 activator | NR1D1 modulator | GC-B act | PG9 Ab binder | mABHD4 FP | SMARCA2 activ | rCAG RNA binder | ASAP1 inh |
| --- | --- | --- | --- | --- | --- | --- | --- | --- | --- | --- | --- |
| 6 | COCCNC(=S)N/N=C(\C)c1cccc(C(F)(F)F)c1 | -1 | 7 | -1 | 4 | -5 | -3.0 | 2 | 3 | -5 | 13 |
| 8 | CCOc1ccc2nc(N(CCCN(C)C)C(=O)c3ccc4c(c3)CCCC4)sc2c1 | -9 | -8 | -4 | 0 | -3 | 0.1 | 12 | -2 | -3 | 7 |
| 10 | O=C(NC1CCSc2ccccc21)c1ccc(Cl)c(S(=O)(=O)N2CCOCC2)c1 (stereo unspecified) | -5 | 10 | 4 | 2 | -5 | -1.1 | -4 | 1 | 1 | -20 |
| 11 | CN(C)S(=O)(=O)c1cccc(COc2ccccc2C(=O)Nc2ccccc2)c1 | -24 | -10 | 1 | 2 | 3 | 0.4 | 0 | -1 | 2 | 2 |
| 12 | CCCc1cc2c(=O)c(-c3cscn3)c(C(=O)OCC)oc2cc1O | -4 | 11 | 6 | 2 | -3 | -1.8 | -12 | 0 | -1 | 0 |
| 13 | CCOc1ccc(Oc2cc(C)nc(SC)n2)nn1 | 5 | -14 | 1 | 3 | 0 | 0.1 | 6 | 1 | -2 | 1 |
| 14 | Cc1noc(NS(=O)(=O)c2ccc(NC(=O)CS(=O)(=O)c3ccccc3)cc2)c1C | 3 | -2 | -1 | 7 | 0 | 0.3 | -4 | 0 | 15 | 1 |
| 17 | Cc1cc(OC(=O)c2ccc(S(=O)(=O)N3CCOCC3)cc2)c([N+](=O)[O-])c(=O)[nH]1 | 1 | 1 | 5 | -6 | -5 | -1.9 | 7 | 1 | 3 | 19 |
| 18 | Cn1c(=O)[nH]c(=O)c2c1nc(N1CCN(C(=O)c3ccco3)CC1)n2CCCSc1ncccn1 | 6 | -4 | -4 | 1 | -5 | 2.0 | -2 | 1 | -4 | 3 |
| 20 | S=C1NC2=C(CCCC2)C2(CCCCC2)N1 | 2 | 1 | 4 | 2 | 3 | -0.4 | 1 | -1 | 1 | -1 |
| 23 | CCOC(=O)c1ccc(NC(=O)c2cc3c(s2)CCC3)cc1 | -10 | 13 | -7 | 2 | -3 | -0.3 | -12 | 0 | 0 | 5 |
| 24 | CCOC(=O)c1sc2nc(Cc3ccc(Cl)cc3)[nH]c(=S)c2c1C | -3 | 6 | 13 | 9 | 5 | 1.2 | 2 | -2 | 2 | 5 |
